RGS4 act: potentiators or activators of RGS4; 0.92% of 310,000 active; HEK293 M3R/inducible RGS4, carbachol calcium flux Fluo4; hits give low values; B-score at 10 µM; AID 463111;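 active means B-score of the integrated calcium signal more than 4 SD below the library mean, with starting fluorescence not abnormally high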;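 further: negative B-score means reduced calcium response which marks RGS4 activation or potentiation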
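System: HEK293 FlpIn-TREx cells, stable M3R, doxycycline-inducible RGS4. Timing: overnight RGS4 induction, 30 min dye load 37 °C, 20 min compound RT. Also added: carbachol, ECmax concentration. Measured by: Fluo4 fluorescence kinetic imaging of calcium. Evaluation: integrated calcium ratio converted to B score.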
HDAC3 inh: blocks human histone deacetylase 3 | recombinant HDAC3, fluorogenic peptide/trypsin coupled, fluorescence | 0.15% of 320,000 active | O15379 | inhibition, % at 8.3 µM | AID 2718; in the data active means inhibition above about 26%, passing the limit was not always enough
Target sequence (O15379 whole entry, looked up): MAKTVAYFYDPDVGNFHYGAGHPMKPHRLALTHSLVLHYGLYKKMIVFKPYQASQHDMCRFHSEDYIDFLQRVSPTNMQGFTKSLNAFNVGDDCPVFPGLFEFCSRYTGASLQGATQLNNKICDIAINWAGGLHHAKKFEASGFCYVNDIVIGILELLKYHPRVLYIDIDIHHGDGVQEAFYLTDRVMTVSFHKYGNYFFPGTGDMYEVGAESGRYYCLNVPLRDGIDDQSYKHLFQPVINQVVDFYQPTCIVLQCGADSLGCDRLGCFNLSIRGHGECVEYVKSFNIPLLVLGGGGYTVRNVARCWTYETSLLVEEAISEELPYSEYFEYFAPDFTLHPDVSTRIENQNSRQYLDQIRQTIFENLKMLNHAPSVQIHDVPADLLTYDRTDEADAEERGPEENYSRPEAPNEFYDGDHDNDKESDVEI
SKKanGAS inh: blocks kanamycin growth of S. pyogenes SKKanGAS strain. BacTiter-Glo, 6 h. inhibition, % at 7.5 µM. 1.3% of 300,000 active. AID 1662;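 active means mean replicate score, as percent of positive control median, at least 50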;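 further: strain carries kanamycin resistance gene driven by streptokinase promoter and grows in 40 µg/ml kanamycin; loss of luminescence reflects streptokinase promoter inhibition or plain growth inhibition; 0% = median of DMSO wells and 100% = positive control at its reference dose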
TMEM16A act: mouse TMEM16A channel activation, primary screen; HEK293 TMEM16A/YFP-H148Q/I152L, iodide quench fluorescence; hits give low values; 0.3% of 340,000 active; B-score at 10 µM;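 active means fluorescence-ratio B-score plate-corrected deviation score at least 3 library SD below zero, with starting fluorescence score within 5 deviations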;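 further: channel opened by trigger with iodide after compound preincubation; score built on the fluorescence ratio of max minus min over baseline; more negative score means more quench and so TMEM16A activation or potentiation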
ANO1 block: inhibitors of mouse TMEM16A calcium-activated chloride channel; Q8BHY3; HEK293 TMEM16A/YFP iodide influx fluorescence, ionomycin; normalized B-score (activity score, 25-100; higher = stronger inhibition) at 10 µM; 1.2% of 310,000 active; AID 588511;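 active means ratio plate-corrected score three or more library SD toward inhibition, starting fluorescence score within five deviations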;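 further: score derived from kinetic fluorescence span divided by baseline fluorescence per well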
KCNK9 block: blocks the human KCNK9 two-pore domain potassium channel; Q9NPC2; HEK293 KCNK9, FluxOR thallium flux fluorescence; hits give low values; B-score at 10 µM; 1.2% of 310,000 active;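 active means ratio B-score over 3 SD below the library mean, with starting fluorescence within 5 SD of its mean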;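 further: negative B-score means less thallium flux so channel inhibition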
Target sequence (Q9NPC2 whole entry, looked up, the tested form may be a part): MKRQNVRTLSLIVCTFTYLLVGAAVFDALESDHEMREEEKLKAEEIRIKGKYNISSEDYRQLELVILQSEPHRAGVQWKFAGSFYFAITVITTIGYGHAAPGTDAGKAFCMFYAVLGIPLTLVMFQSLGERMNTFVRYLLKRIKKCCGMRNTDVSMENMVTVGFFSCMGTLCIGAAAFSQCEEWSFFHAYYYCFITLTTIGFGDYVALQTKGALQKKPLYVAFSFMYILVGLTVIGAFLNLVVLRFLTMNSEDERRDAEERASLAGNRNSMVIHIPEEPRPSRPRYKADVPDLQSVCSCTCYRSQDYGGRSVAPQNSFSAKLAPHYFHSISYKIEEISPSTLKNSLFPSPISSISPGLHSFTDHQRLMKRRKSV
RGS4 block: inhibitors of human RGS4 | P49798 | HEK293 M3R/RGS4 inducible, Fluo-4 calcium flux; hits give high values; triggered by carbachol at its EC20 | B-score at 10 µM | 0.45% of 310,000 active;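 active means B-score, a plate-corrected calcium signal, over three deviations above library mean, with baseline fluorescence within five deviations of library mean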;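 further: RGS4 expression induced by doxycycline in cells with stable M3 receptor; B-score is computed from the integrated fluorescence ratio over baseline after carbachol; higher B-score means a larger calcium signal and so more RGS4 inhibition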
Target sequence (P49798 whole entry, looked up): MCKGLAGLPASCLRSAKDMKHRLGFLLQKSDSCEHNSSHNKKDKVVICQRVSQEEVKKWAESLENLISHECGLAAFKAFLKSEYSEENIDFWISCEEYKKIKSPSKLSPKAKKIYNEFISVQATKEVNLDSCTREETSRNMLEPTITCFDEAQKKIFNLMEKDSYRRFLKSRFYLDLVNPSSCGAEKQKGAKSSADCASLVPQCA
hERG protect: shields human hERG channel from block by proarrhythmic agents; Q12809; CHO-hERG, FluxOR thallium flux, dofetilide IC70 present; activation (rescue from dofetilide block), less the hit threshold, % at 10 µM; 0.51% of 310,000 active; AID 1511;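 active means activation above the mean of controls blocked by dofetilide plus 5 SD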;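 further: thallium influx through hERG after potassium depolarization seen as dye fluorescence rise; in these data hits start at about 4.7%; inactives centre near -7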
KCNK3 block: human KCNK3 channel inhibition, primary screen; AID 602410; O14649; B-score at 10 µM; CHO-KCNK3 thallium flux, FluxOR fluorescence; hits give low values; 0.84% of 340,000 active;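 active means B-score under library mean minus 4 SD, starting fluorescence ratio at most library mean plus 5 SD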;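 further: more negative B-score means stronger inhibition of thallium flux through KCNK3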
KCNQ1 block: human KCNQ1 channel inhibition | P51787 | CHO-K1 KCNQ1, FluxOR thallium flux fluorescence; hits give high values | B-score at 10 µM | 1.3% of 310,000 active;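 active means compounds whose thallium flux B-score, printed positive for inhibition, exceeds three library SD while starting fluorescence stays within three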;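 further: channel opened by potassium depolarization with thallium stimulus after 20 min compound exposure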
KCNQ1 pot: potentiators or activators of human KCNQ1 potassium channel; P51787; CHO-K1 KCNQ1, thallium flux FluxOR fluorescence; hits give high values; B-score at 10 µM; AID 2648; 0.35% of 310,000 active;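 active means fluorescence ratio B-score, a plate-corrected score, at least three library SD, with initial intensity B-score within 5 SD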
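Schedule – 37 °C overnight plating, 90-min dark dye load, 20-min compound pretreatment · System – stable KCNQ1 CHO-K1 line · Probe or stimulus – thallium- and potassium-containing depolarizing buffer · Measured by – kinetic FluxOR fluorescence, 10 s baseline plus 110 s post-stimulus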
Numbers without * were called inactive; i = inactive; . = no result given.

#	SMILES	KCNK9 block	HDAC3 inh	KCNK3 block	KCNQ1 pot	TMEM16A act	KCNQ1 block	SKKanGAS inh	RGS4 act	RGS4 block	hERG protect	ANO1 block
1	O=C(O)CCN1C(=O)C2C3C=CC(C2C1=O)C1C(=O)N(CCC(=O)O)C(=O)C31 (stereo not given)	i	-1	i	i	.	i	1	i	i	-4	i
2	CC(NC(=O)c1cc(F)c(F)cc1Cl)c1ccncc1 (stereo not given)	i	0	i	i	i	i	0	i	i	-10	i
3	COc1ccc(Nc2cc(C)nc(-n3nc(C)cc3C)n2)cc1	i	11	i	i	i	i	-7	i	i	-11	i
4	CCOC(=O)CC(=O)CSc1nc2c(cc1C#N)CCC2	i	-8	i	i	i	i	2	i	i	-10	i
5	O=C(OCc1csc(-c2ccccc2)n1)c1cccs1	i	5	i	i	i	i	3	i	i	-7	i
6	CCC(C)NC(=O)c1ccc2c(Cl)c3c(nc2c1)CCC3 (stereo not given)	i	-1	i	i	i	i	-18	i	i	-8	i
7	Cc1nnc(-n2cnc3ccccc32)c2ccccc12	i	.	i	i	i	i	3	i	i	-15	i
8	CC(=O)c1ccc(NC(=S)NCCc2cccc(Cl)c2)cc1	i	2	i	i	i	i	-2	i	i	-10	i
9	COc1cccc(N(C(C)=O)c2nc(C)cc(C)c2C#N)c1	i	5	i	i	i	i	1	i	i	-12	i
10	COc1ccccc1-c1ccc(SCC(=O)Nc2cc(C)on2)nn1	i	4	i	i	i	i	-3	i	i	-5	i
11	O=C(C/C=N/OCc1c(Cl)cccc1Cl)c1ccccc1	i	5	i	i	i	i	26	i	i	-6	i
12	COC(=O)c1cc2ccc(OC)c(OC)c2c(=O)s1	i	8	i	i	i	i	5	i	i	-7	i
13	Nc1ncc(Br)cc1S(=O)(=O)Nc1ccccc1F	i	0	i	i	i	i	5	i	i	0	i
14	COc1cc(CC(CC(=O)O)CC(C)OCc2ccccc2)cc(OC)c1 (stereo not given)	i	4	i	i	i	i	0	i	i	-6	i
15	COCCCNCCCCOc1ccc(Br)cc1Cl	i	4	i	i	i	i	-1	i	i	-13	i
16	NC(N)=NS(=O)(=O)c1ccc(N/C=C/C(=O)c2ccc(Cl)c(Cl)c2)cc1	i	2	i	i	i	i	-5	i	i	-4	i
17	C=C(C)CSC1=C(C#N)C(c2ccccc2Cl)CC(=O)N1 (stereo not given)	i	.	i	i	i	i	10	i	i	-15	.
18	Cc1cc(C)n(-c2ccc(C(=O)OCc3nnc(-c4ccccc4)o3)cc2)n1	i	4	i	i	i	i	-3	i	i	-6	i
19	C=CCN(Cc1nc(-c2ccccc2)no1)C(=O)c1ccco1	i	1	i	i	i	i	-3	i	i	-3	i
20	Cc1nc(CNS(=O)(=O)c2ccc(F)cc2)cs1	i	7	i	i	i	i	3	i	i	0	i
21	CCC1CCCCN1Cc1ccc(CNC(=O)CCc2nnc3ccc(N4CCCCC4)nn23)o1 (stereo not given)	i	-2	i	i	i	i	-2	i	i	-1	i
22	O=C(/C(N=Nc1cccc([N+](=O)[O-])c1)=C(/O)c1ccc(Br)cc1)C(F)(F)F	-9.2*	10	.	i	.	9*	84*	i	i	-16	100*
23	CCC(C)C(=O)Nc1nnc(SCC(=O)Nc2ccc(F)cc2)s1 (stereo not given)	i	2	i	i	i	i	-10	i	i	-11	i
24	Oc1ccccc1CNCC12CC3CC(CC(C3)C1)C2	i	-1	i	i	.	i	9	i	i	-4	i
25	O=C(NCc1cccnc1)c1ccccc1-c1ccccc1	i	-8	i	i	i	i	-2	i	i	-8	i
26	CCOc1ccc(Cn2nnc(C(=O)NCc3ccccc3)c2N)cc1	i	5	i	i	i	i	-5	i	i	-4	i
27	NC(=O)NC(=O)CSc1cccc(C(F)(F)F)c1	i	3	i	i	i	i	-5	i	i	2	i
28	CC(C)n1cc(CN2CCCC(CNS(=O)(=O)c3cccc4cccnc34)C2)cn1 (stereo not given)	i	-6	i	i	i	i	9	i	i	-6	i
29	O=C(NCc1ccc(F)cc1)Nc1cccc([N+](=O)[O-])c1	i	-2	i	i	i	i	4	i	i	-5	i
30	COC(=O)c1ccc(N2CCOCC2)c(NC(=O)c2ccco2)c1	i	-1	i	i	i	i	8	i	i	-11	i

Continuation:
#	SMILES	KCNK9 block	HDAC3 inh	KCNK3 block	KCNQ1 pot	TMEM16A act	KCNQ1 block	SKKanGAS inh	RGS4 act	RGS4 block	hERG protect	ANO1 block
31	O=C1N(Cc2cccnc2)C[C@@H]2C[C@@H](c3cccc(C(F)(F)F)c3)N3CCC[C@@]123	i	11	i	i	i	i	-20	i	i	-6	i
32	CCOC(=O)c1csc(NC(=O)CSc2nnnn2-c2ccc(OC)c(OC)c2)n1	i	-6	i	i	i	i	4	i	i	-7	i
33	Cc1cccc(NC(=O)C2CC(=O)N(Cc3ccccc3)C2)n1 (stereo not given)	i	-3	i	i	i	i	-10	i	i	-10	i
34	CSC1=N/C(=C\c2ccc(Cl)cc2)C(=O)N1N(C)C	i	-6	i	i	i	i	11	i	i	-7	i
35	CN(Cc1ccccn1)Cc1nc(-c2ccc(Cl)cc2)no1	i	-6	i	i	i	i	29	i	i	-16	i
36	CCCCC(=O)Nc1ccc(NC(=O)c2ccc3c(c2)OCO3)cc1OC	i	6	i	i	i	i	5	i	i	-11	i
37	c1ccc(C2CC(c3ccccc3)n3c(nc4ccccc43)N2)cc1 (stereo not given)	i	1	i	i	i	i	-3	i	i	-2	i
38	Cc1ccc(NC(=O)C(Nc2cccc(C)c2)c2ccccc2)cc1 (stereo not given)	i	20	i	i	i	i	-3	i	i	-10	i
39	COc1ccc(-c2ccc(-c3noc(-c4cccc(OC)c4)n3)c(OC)n2)cc1	i	-6	i	i	i	i	-3	i	i	0	i
40	CCn1c(SCc2cccc(F)c2)nnc1-c1cccnc1	i	-12	i	i	i	i	-3	i	i	-12	i
41	COc1ccc(-c2csc3ncnc(N4CCN(c5cccc(C)c5C)CC4)c23)cc1	i	-5	i	i	i	7*	18	i	i	-15	i
42	CCOC(=O)C1CCCN(S(=O)(=O)c2ccc(OC)cc2)C1 (stereo not given)	i	2	i	i	i	i	-2	i	i	-10	i
43	COc1cc(OC)c2c(C)cc(=O)oc2c1C(CCN1CCOCC1)c1ccc(N(C)C)cc1 (stereo not given)	i	-3	i	i	i	i	9	i	i	-5	i
44	CC(Oc1ccc(F)cc1)C(=O)Nc1cc(Cl)ccc1-n1cncn1 (stereo not given)	i	6	i	i	i	i	1	i	i	-18	i
45	CCOC(=O)CN(C(=O)CSc1nnc(-c2ccncc2)n1CCCOC)c1ccccc1	i	0	i	i	i	i	-1	i	i	-12	i
46	CCc1ccc(CCC(=O)Nc2ccc(C)c(C)c2)o1	i	0	i	i	i	i	-1	i	i	-14	i
47	O=c1[nH]cnc2c([N+](=O)[O-])cccc12	i	2	i	i	i	i	0	i	i	-7	i
48	COc1cc(C(=O)Nc2nncs2)cc(OC)c1OC	i	-4	i	i	i	i	-8	i	i	-23	i
49	Cc1cc(F)ccc1S(=O)(=O)N1CCCOC1CNC(=O)C(=O)NCc1ccncc1 (stereo not given)	i	15	i	i	i	i	2	i	i	-5	i
50	CCOC(=O)CSc1cc(C)c(C#N)c2nc3ccccc3n12	i	1	i	i	i	i	0	i	i	-9	i
51	COc1ccc(-c2c[n+](CC(=O)N3c4ccccc4Sc4ccccc43)c3n2CCC3)cc1	i	2	i	i	i	i	-1	-8.9*	i	-10	i
52	CCc1ccc(OCC(O)CN2CCN(c3ccccc3)CC2)cc1 (stereo not given)	i	-1	i	i	i	i	-2	i	i	-6	i
53	CN(CC(=O)NCc1ccccc1)S(=O)(=O)c1cnc[nH]1	i	0	i	i	i	i	0	i	i	-4	i
54	N#CNC(=Nc1ccc(F)cc1)SCc1ccccc1	i	-3	i	i	i	i	6	i	i	-7	i
55	COc1ccc(N2CCN(C(=O)c3c(-c4ccccc4)noc3C)CC2)cc1	i	-5	i	i	i	i	-7	i	i	-6	i
56	O=C(CSc1nnc(C2CCCCC2)n1Cc1ccccc1)NCc1ccco1	i	11	i	i	i	i	-1	i	i	-8	i
57	c1ccc2sc(C3CCN(Cc4nnnn4Cc4ccc5c(c4)OCO5)CC3)nc2c1	i	0	i	i	i	i	17	i	i	-11	i
58	Cc1nn(C(C)C(=O)NCC2CCCO2)c(=O)c2cc3occc3n12 (stereo not given)	i	4	i	i	i	i	-2	i	i	0	i
59	COc1cccc(OC)c1-c1nn2c(-c3ccco3)nnc2s1	i	-4	i	i	i	i	-3	i	i	-14	i
60	COC(=O)CN1C(=O)C(C)(C)Oc2ccc(C(=O)NC3CC3)cc21	i	-7	i	i	i	i	-7	i	i	-14	i

5 entries out of the list, arranged by SMILES length, lowest first:
#	SMILES	KCNK9 block	HDAC3 inh	KCNK3 block	KCNQ1 pot	TMEM16A act	KCNQ1 block	SKKanGAS inh	RGS4 act	RGS4 block	hERG protect	ANO1 block
54	N#CNC(=Nc1ccc(F)cc1)SCc1ccccc1	i	-3	i	i	i	i	6	i	i	-7	i
48	COc1cc(C(=O)Nc2nncs2)cc(OC)c1OC	i	-4	i	i	i	i	-8	i	i	-23	i
42	CCOC(=O)C1CCCN(S(=O)(=O)c2ccc(OC)cc2)C1 (stereo not given)	i	2	i	i	i	i	-2	i	i	-10	i
58	Cc1nn(C(C)C(=O)NCC2CCCO2)c(=O)c2cc3occc3n12 (stereo not given)	i	4	i	i	i	i	-2	i	i	0	i
39	COc1ccc(-c2ccc(-c3noc(-c4cccc(OC)c4)n3)c(OC)n2)cc1	i	-6	i	i	i	i	-3	i	i	0	i

Bioassay records (PubChem)
